Wnt bcat act: Wnt/beta-catenin pathway activators, primary screen, cell-based, plate reader, single point; Wnt/beta-catenin reporter cell assay, activator; activation, % at 9.35 µM; 1.2% of 300,000 active; AID 743398, 2014; in the data active = activation above about 30%, passing the limit was not always enough;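 also: 0% = neutral control wells and 100% = positive control wells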
DSG3 Ab inh: inhibitors of pemphigus antibody binding to DSG3, primary screen, biochemical, bead-based, flow cytometry, scFv-GFP; 0.48% of 310,000 active; AID 588358, 2011; DSG3-coupled beads, scFv-anti-DSG3-GFP binding; active compounds read low; binding (percent of control), % at 10 µM;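 active = binding more than 3 SD below its plate's average and above zero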;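 also: hits lower antibody fragment binding to DSG3; some compounds called inactive have numbers as strong as hits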
Target sequence (P32926 whole entry, looked up, the tested form may be a part): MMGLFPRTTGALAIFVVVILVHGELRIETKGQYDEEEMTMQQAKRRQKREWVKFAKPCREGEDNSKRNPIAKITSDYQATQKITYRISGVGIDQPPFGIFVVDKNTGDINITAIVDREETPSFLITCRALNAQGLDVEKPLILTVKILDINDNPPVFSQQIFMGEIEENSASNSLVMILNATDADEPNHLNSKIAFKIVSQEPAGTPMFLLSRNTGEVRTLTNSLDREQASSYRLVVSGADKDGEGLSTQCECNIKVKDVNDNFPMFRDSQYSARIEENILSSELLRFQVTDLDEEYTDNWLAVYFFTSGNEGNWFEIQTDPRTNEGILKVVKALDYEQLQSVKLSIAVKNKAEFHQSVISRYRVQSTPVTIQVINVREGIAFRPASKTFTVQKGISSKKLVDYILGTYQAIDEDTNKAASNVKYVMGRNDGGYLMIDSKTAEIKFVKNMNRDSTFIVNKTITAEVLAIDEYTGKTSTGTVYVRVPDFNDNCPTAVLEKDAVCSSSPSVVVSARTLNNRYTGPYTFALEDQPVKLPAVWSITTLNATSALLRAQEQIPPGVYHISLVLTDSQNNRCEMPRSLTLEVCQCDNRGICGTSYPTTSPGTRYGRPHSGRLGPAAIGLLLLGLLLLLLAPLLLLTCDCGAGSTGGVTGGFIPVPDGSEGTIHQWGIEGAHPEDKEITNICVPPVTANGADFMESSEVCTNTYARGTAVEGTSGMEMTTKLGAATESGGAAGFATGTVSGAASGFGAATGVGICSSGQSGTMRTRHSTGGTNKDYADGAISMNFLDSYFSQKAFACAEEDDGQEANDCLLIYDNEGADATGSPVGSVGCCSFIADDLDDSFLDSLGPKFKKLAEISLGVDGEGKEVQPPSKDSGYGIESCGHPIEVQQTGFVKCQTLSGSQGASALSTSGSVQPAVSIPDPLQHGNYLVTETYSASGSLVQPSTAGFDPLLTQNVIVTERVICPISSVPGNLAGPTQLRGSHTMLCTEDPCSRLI
V-ATPase pH: regulators of yeast V-ATPase proton pumping, primary screen, pHLuorin cytosolic pH fluorescence; S. cerevisiae; response, % at 10 µM; 0.37% of 350,000 active; AID 504577, 2011; in the data active = response mostly above about 7.3%, no sharp cut-off; inactive = mostly below about 5.4%; also: actives read high; inactives centre near 0; some compounds called inactive have numbers as strong as hits; reference of the scale not given here
* = called active by the depositor; x = no result given. A portion of the library, so the mix of outcomes need not match the whole.

| V-ATPase pH | DSG3 Ab inh | Wnt bcat act | SMILES |
| --- | --- | --- | --- |
| -2 | x | x | C[C@@H]1CCCCO[C@@H](CN(C)CC2CC2)[C@@H](C)CN([C@H](C)CO)C(=O)c2cc(N(C)C)ccc2O1 |
| x | 98 | x | CCCN(CC(=O)Nc1ccccc1C)C(=O)/C=C/c1ccc(OC)c(OC)c1 |
| x | 98 | x | CC(=O)c1ccc(Nc2nc(-c3sc(C)nc3C)cs2)cc1 |
| x | 100 | x | O=C(NCCS(=O)(=O)N1CCN(c2ccccc2)CC1)c1cc(=O)c2ccccc2o1 |
| x | 101 | x | CC(=O)c1ccc(S(=O)(=O)NCCOc2ccccc2)cc1 |
| x | 97 | x | COc1ccccc1NC(=O)c1oc2ccccc2c1C |
| x | 98 | x | CC1CN(C(=O)CSc2nc(N)c(NC(=O)c3ccc(C(F)(F)F)cc3)c(=O)[nH]2)CC(C)O1 (configuration not stated) |
| x | 100 | x | COc1cc(Cl)c(C)cc1NC(=O)c1ccccc1NC(=O)CN1CCN(C(C)=O)CC1 |
| x | 101 | x | COC(=O)c1cccc(NC(=O)/C(=C\c2ccco2)NC(=O)c2ccco2)c1 |
| x | 96 | x | O=C(COC(=O)CCNS(=O)(=O)c1ccc(Cl)cc1)NCc1ccccc1 |
| x | 98 | x | O=C(N/C=C/n1cnc2cc(C(F)(F)F)ccc21)c1ccc(F)cc1 |
| x | 97 | x | COc1ccc(OC)c(C(=O)NC2CCCc3c2cnn3-c2cc(C)cc(C)c2)c1 (configuration not stated) |
| x | x | -3 | CC(C)C[C@H]1CNC(=S)N1C[C@H]1CCCN1C[C@H](CC(C)C)N1C[C@H](Cc2ccc(O)cc2)N(CC2CCCCCC2)C1=S |
| x | x | -22 | FC(F)(F)c1ccc(CN2C[C@@H]3C(c4ccc(Cl)nc4)C4(c5cccnc5)CC3(C4)[C@H]2c2ccccc2)cc1 (some centres not stated) |
| x | x | -1 | Cc1ccc(C(=O)Nc2c(-c3ccc(Cl)cc3)[nH][nH]c2=O)cc1 |
| x | x | -3 | CC(C)C[C@H]1CN([C@@H](CC(C)C)CN2CCCC2CN2C(=S)NC[C@@H]2Cc2ccccc2)C(=S)N1CCc1ccccc1 (some centres not stated) |
| x | x | -2 | CC1NC(=O)c2ccccc2-n2c1nc1ccc(F)cc1c2=O (configuration not stated) |
| x | x | -5 | Cc1cc(C(=O)CCl)c(C)n1-c1cccc(S(=O)(=O)N2CCOCC2)c1 |
| x | x | -2 | CC(C)[C@H](NS(=O)(=O)c1ccc(F)cc1F)C(=O)N1CCC[C@H]1C(=O)NCCc1ccccc1Cl |
| x | x | 1 | CCc1nc2c(OCC(=O)N3CCOCC3)cccn2c1N(C)C(=O)COc1ccccc1 |

Compound profiles, as listed above. Order of screens: V-ATPase pH | DSG3 Ab inh | Wnt bcat act
Results for FC(F)(F)c1ccc(CN2C[C@@H]3C(c4ccc(Cl)nc4)C4(c5cccnc5)CC3(C4)[C@H]2c2ccccc2)cc1 (some centres not stated) : x | x | -22
Results for CC1NC(=O)c2ccccc2-n2c1nc1ccc(F)cc1c2=O (configuration not stated) : x | x | -2
Results for O=C(N/C=C/n1cnc2cc(C(F)(F)F)ccc21)c1ccc(F)cc1 : x | 98 | x
Results for Cc1ccc(C(=O)Nc2c(-c3ccc(Cl)cc3)[nH][nH]c2=O)cc1 : x | x | -1
Results for CCCN(CC(=O)Nc1ccccc1C)C(=O)/C=C/c1ccc(OC)c(OC)c1 : x | 98 | x

(continued)
| V-ATPase pH | DSG3 Ab inh | Wnt bcat act | SMILES |
| --- | --- | --- | --- |
| x | x | -2 | O=C1NC[C@H](CCCCN2C[C@H](Cc3ccccc3)N(CCc3ccc(O)cc3)C(=O)C2=O)N(CC2CCCCC2)C1=O |
| x | x | 1 | C[C@@H]1CN([C@@H](C)CO)C(=O)CCCn2cc(nn2)CO[C@H]1CN(C)C(=O)NC1CCCCC1 |
| x | x | -1 | OC(c1ccccc1)(c1nc(-c2csc3ccccc23)cs1)C(F)(F)F (configuration not stated) |
| x | x | 0 | CC(=O)NC(c1cccc(F)c1)c1nc(/C=C/c2ccccc2)cs1 (configuration not stated) |
| x | x | -10 | COCCNC(=S)N(C)[C@H]1C[C@H]2c3[nH]c4cccc(-c5ccccc5)c4c3CCN2C(=O)[C@H]1[C@H](C)O |
| x | x | -1 | CC(=O)Nc1cncc(-c2ccc(CN(C)C)cc2)n1 |
| x | x | 12 | Cc1cccc(-c2cccc3[nH]c4c(c23)CCN2C(=O)[C@H]3[C@H](C)ON(C)[C@H]3C[C@@H]42)c1 |
| x | x | -4 | COc1cccc(-c2cnc(C(O)c3ccc(Cl)cc3C)[nH]2)c1 (configuration not stated) |
| x | x | -4 | CCCCn1nnnc1C(c1cc2ccccc2o1)N1CCCN(C(=O)OC(C)(C)C)CC1 (configuration not stated) |
| x | x | -7 | C[C@H](O)[C@@H]1C(=O)N2CCc3c([nH]c4c(-c5ccccc5)cccc34)[C@@H]2C[C@@H]1N(C)C(=O)c1ccccc1F |
| x | x | -4 | COc1ccc(C2CC(=O)C(c3ccc(C(C)=O)cc3)=CN2Cc2ccccc2)cc1 (configuration not stated) |
| x | x | 3 | Cc1ccc(/C=C/C(=O)NCc2ccco2)o1 |
| x | x | -1 | CCc1nc2c(OCc3ccc(C(F)(F)F)cc3)cccn2c1N(C)C(=O)c1ccncc1 |
| x | x | 16 | O=C(/C=C(\Nc1ccc(Cl)c(C(F)(F)F)c1)c1ccccc1)c1ccccc1 |
| x | x | 7 | Cc1ccccc1NC(=O)N(C)[C@H]1C[C@H]2c3[nH]c4c(-c5ccccc5)cccc4c3CCN2C(=O)[C@H]1[C@H](C)O |
| x | x | -5 | CCOC(=O)C1=C(COc2ccccc2)NC(=O)NC1c1ccc2ccccc2c1 (configuration not stated) |
| x | x | 2 | Cc1ccc(C)c(CN2CCC(CNC(=O)C3CCCN(c4ncnc5c4nc4n5CCCCC4)C3)CC2)c1 (configuration not stated) |
| x | x | 1 | COC(=O)c1ccc2nc(C3CCCCC3)c(Cc3ccccc3)n2c1 |
| x | x | -8 | Cc1cc(N2CCN(C(=O)OC(C)(C)C)C[C@H]2C)ccc1Br |
| x | x | -2 | CC(=O)Nc1cccc(-c2ccnc3c2CC(C)(C(=O)Nc2cccc(NS(C)(=O)=O)c2)O3)c1 (configuration not stated) |
| x | x | 0 | CCc1nc2ccc(C(=O)N3CCN(C(=O)c4ccco4)CC3)cn2c1N(C)C(=O)c1cccc(OC)c1 |
| x | x | -9 | CC(C)c1ccccc1NC(=O)Nc1nc(C(N)Cc2ccc(C(F)(F)F)cc2)cs1 (configuration not stated) |
| x | x | -1 | CCOC(=O)[C@]12CCC=C1N(Cc1ccc3c(c1)OCO3)C(=O)[C@H](CC(=O)N1CCN(C(=O)c3ccco3)CC1)C2 |
| x | x | -2 | CCOC(=O)N[C@H](C(=O)N1CCC[C@H]1C(=O)NCc1ccccc1)C(C)C |
| x | x | -1 | COc1ccc(N2CCN(C3C(=O)Nc4ccccc4-n4nnnc43)CC2)cc1 (configuration not stated) |
| x | x | 4 | O=S1(=O)CC(N2CCN(CCO)CC2)CN1CCc1ccccc1 (configuration not stated) |
| x | x | -1 | Cc1ccc(CN2CCC=CS2(=O)=O)cc1 |
| x | x | -5 | COC(=O)C1(C(=O)OC)C[C@H](/C=C/c2ccccc2)N(Cc2ccccc2OC)[C@@H]1c1ccccc1 |
| x | x | -5 | CC(C)C[C@H]1CN(CCCC[C@H]2CNC(=O)C(=O)N2CC2CCCCC2)C(=O)C(=O)N1CCc1ccc(O)cc1 |
| x | x | 0 | O=C(Nc1ccncc1)c1cc(C2CCCCN2C(=O)CCc2ccccc2)on1 (configuration not stated) |
| x | x | -2 | CC1(C(=O)NS(=O)(=O)c2ccc(F)cc2F)CCN1C(=O)CCc1ccc(Cl)cc1Cl (configuration not stated) |
| x | x | -2 | CCn1nccc1NC(=O)c1csc([C@H]2C[C@H](O)[C@@H](CO)O2)n1 |
| x | x | -3 | Cc1c(C(=O)N2CCCC2(C)C(=O)NCC(C)C)oc2ccccc12 (configuration not stated) |
| x | x | -1 | CCOC(=O)C(=O)N(C)c1c(CC)nc2c(OCc3ccccc3OC)cccn12 |
| x | x | -4 | CC(C)C[C@@H](CN1CCCC1CN1C(=S)NC[C@@H]1Cc1ccccc1)N1C[C@H](Cc2ccccc2)N(CCc2ccccc2)C1=S (some centres not stated) |
| x | x | -1 | O=C(Nc1ccc2c(c1)OCCO2)C(c1ccnc2ccccc12)N1CCN(c2ccc(F)cc2)CC1 (configuration not stated) |
| x | x | -26 | CC1(C(=O)NCC2CCOCC2)Cc2c(-c3cccc(C(N)=O)c3)ccnc2O1 (configuration not stated) |
| x | x | -2 | COc1ccc([C@@H]2C[C@H]3[C@@H](CN2S(=O)(=O)c2ccccc2)C(=O)C[C@@H](c2ccc(OC)cc2)N3S(=O)(=O)c2ccccc2)cc1 |
| x | x | -2 | C=CCn1c(O)c(N=Nc2ccccc2C)c2ccccc21 |
| x | x | -2 | CCOC(=O)C1=CCN(S(=O)(=O)c2ccc(C)cc2)[C@H]1c1ccccc1Cl |
| x | x | -3 | Cc1cccnc1C(NC(=O)C1CCN(Cc2ccc3ccccc3n2)CC1)c1ccc(Cl)cc1 (configuration not stated) |
| x | x | -1 | CCCNC(=O)C1(C)CCCN(C(=O)Cc2cccc(OC)c2)C1 (configuration not stated) |
| x | x | -1 | COc1ccc(CCCNC(=O)C2Cc3c(-c4cccc(C(C)=O)c4)ccnc3O2)cc1 (configuration not stated) |
| x | x | -2 | CCCCOCCCNC(=O)C[C@@H]1C[C@@]2(C(=O)OC)CC(C)(C)CC=C2N(Cc2ccc3c(c2)OCO3)C1=O |
| x | x | -3 | COC(=O)c1ccc2nc(-c3ccco3)c(Cc3ccsc3)n2c1 |
| x | x | -14 | Oc1c(C=Nc2cccc3cccnc23)sc2ccccc12 |
| x | x | 11 | COc1ccc(NC(=O)c2cc(-c3sc(NC(=O)c4ccccc4)nc3C)n(-c3ccc(Br)cc3)n2)cc1 |
| x | x | -2 | COc1cc(Cl)ccc1OC1(C)CCN(Cc2c(F)cccc2F)C1 (configuration not stated) |
| x | x | 2 | COC(=O)c1c(-c2ccc(OC)cc2)c2c(c3c4cc(OC)ccc4n(C(=O)c4ccccc4)c13)C(=O)N(C)C2 |
| x | x | -1 | O=C1Nc2ccccc2C(=O)N2c3ccccc3NC(=O)C12 (configuration not stated) |
| x | x | -6 | Nc1[nH]c(C(=O)c2ccc(Br)cc2)c(-c2ccc3ccccc3c2)c1C(=O)NCCc1c[nH]c2ccccc12 |
| x | x | 0 | CC(C)(C)OC(=O)NCc1ccc(NC(=O)c2nc[nH]c2C(=O)Nc2cc(Br)ccc2F)cc1 |
| x | x | -1 | CCOC(=O)[C@]12CCCC=C1N(Cc1ccco1)C(=O)[C@H](CC(=O)NCCC(C)C)C2 |
| x | x | -3 | O=C1Nc2ccccc2NC(c2ccc3c(c2)OCO3)=C1N(Cc1ccc(F)cc1)C(=O)c1ccco1 |
| x | x | 3 | Cc1ccc2cc(NC(=O)C3(C)CCN(C)C3)ccc2n1 (configuration not stated) |
| x | x | -5 | CCOC(=O)C1(C)CCCN1C(=O)c1ccc(N(C)C)cc1 (configuration not stated) |
| x | x | -2 | COc1cccc(CN2CCC2(C)C(=O)Nc2cccc(Oc3ccccc3)c2)c1OC (configuration not stated) |
| x | x | 14 | CC(C)COC(=O)N1CCCC(c2cc(C(=O)Nc3ccccc3Cl)no2)C1 (configuration not stated) |
| x | x | 11 | Cc1ccccc1-c1csc(C(O)c2ccccc2)n1 (configuration not stated) |
| x | x | -2 | COC(=O)[C@]12C[C@H](CC(=O)N3CCN(C(=O)C4CC4)CC3)C(=O)N(Cc3ccccc3)C1=C[C@H](C(C)C)O[C@@H]2C1CC1 |

Other records follow:
| V-ATPase pH | DSG3 Ab inh | Wnt bcat act | SMILES |
| --- | --- | --- | --- |
| x | x | -5 | COC(=O)C1=C(C)N(Cc2ccc(Cl)cc2)C(=S)NC1c1cccc(F)c1 (configuration not stated) |
| x | x | -2 | C=C1[C@@H](CCO)N(S(=O)C(C)(C)C)C[C@@H]1C (some centres not stated) |
| x | x | 13 | CC(C)(C)c1ccc(C(=O)N2CCC2(C)C(=O)NCc2cccc3ccccc23)cc1 (configuration not stated) |
| x | x | 1 | CC(C)NC(=O)C1(C)CN(S(C)(=O)=O)CC(=O)N1Cc1cccc(F)c1 (configuration not stated) |
| x | x | -8 | C=CCN1[C@@H](CC(C)C)COc2cccc(NCCCN3CCOCC3)c2S1(=O)=O |
| x | x | -3 | O=C(N[C@H](Cc1ccccc1)C(=O)N1CCN(c2ncccn2)CC1)[C@H]1O[C@@H](n2ccc(=O)[nH]c2=O)[C@H](O)[C@@H]1O |
| x | x | -3 | CC(=O)Nc1ccc(-c2ccnc3c2CC(C)(C(=O)NCC2CC2)O3)cc1 (configuration not stated) |
| x | x | 0 | COc1ncccc1-c1cc2nc(NCCCN(C)C)n(C)c(=O)c2s1 |
| x | x | -5 | Cc1ccc2c(C)nc(Nc3ncc4c(n3)CCCC4=O)nc2c1 |
| x | x | -2 | CC(=O)Nc1cc(-c2cccc(C(=O)NCCN(C)C)c2)cn2c(-c3ccc(S(C)(=O)=O)cc3)cnc12 |
| x | x | -3 | CCOc1cc(OCC)cc(C(=O)N2CCC[C@H]2C(=O)N2CCC[C@H]2C(=O)NCc2ccccn2)c1 |
| x | x | -2 | CC(=O)c1cccc(NC(=O)Nc2cnn(Cc3ccc(F)cc3)c2)c1 |
| x | x | 2 | OC(c1ccccc1)c1nc(/C=C/c2ccccc2)cs1 (configuration not stated) |
| x | x | -3 | CC(C)C[C@H]1CN([C@@H](Cc2ccccc2)CN2CCC[C@@H]2CN2C(=O)C(=O)NC[C@@H]2Cc2ccc(O)cc2)C(=O)C(=O)N1CC1CCCCC1 |

High-throughput results as filed in PubChem BioAssay.
